Bioassay records deposited in PubChem BioAssay by National Center for Advancing Translational Sciences (NCATS).
TRPV1 ag – human TRPV1 agonism | Q8NER1 | TRPV1-expressing cells, Fluo-8 calcium influx, agonist mode | activation, % at 8.33 µM | hit rate 0.19% among 320,000 | AID 540275; in the data active means activation above about 80%; inconclusive means between about 30% and that limit; further: 0% is about no effect
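Cells expressing TRPV1 were dye-loaded with Fluo-8 and read kinetically: 10 s baseline, 3 min after compound (agonist portion), then 2 min after EC20 capsaicin (allosteric enhancer portion). Calcium-bound dye fluorescence at 480/520 nm.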
BRCA1 expr act – increases BRCA1 expression; MCF7-BRCA1-FFLuc reporter, luminescence, 48 h; response scale: scaled: vehicle 0%, 10 µM genistein 100%; AID 624202; Potency, µM (doses to about 46.1 µM), without a hit: at the highest dose activation, hits mostly activators; hit rate 1.1% among 380,000; further: potency means the concentration at half of the fitted maximal effect; nearly all actives have a fitted effect of over 80% in size; some results filed as inactive show a strong effect at the top dose
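48 h compound treatment of MCF7-BRCA1-FFLuc cells (phenol-red free MEM, 37 °C), then 15 min with luciferase substrate and luminescence imaging.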
Integrin act MD – integrin-mediated muscular dystrophy alleviation activation; Potency, µM (doses to about 38.3 µM), inactives show at the top dose activation, hits mostly activators; hit rate 0.064% among 350,000; AID 624291; alpha7betagal myoblasts, beta-gal FDG fluorescence, 48 h;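 further: potency means the concentration at half of the fitted maximal effect; 100% = response of the positive control SU9516; nearly all actives have a fitted effect of over 60% in size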
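Alpha7betagal+/- myoblasts (passage 13) were plated 16-24 hr, then exposed to compounds (1:260 dilution of DMSO stock) for 48 hours at 37C. After MPER lysis, β-galactosidase reporter activity was read as FDG fluorescence (ex 480/em 540) after 30 minutes.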
ELG1 repair inh – inhibitors of ELG1-dependent DNA repair in HEK293T cells. hit rate 2.3% among 330,000. Potency, µM (series often up to 46.1 µM), without a hit: at the top dose activity change, negative = inhibition, actives largely listed as inhibitors. HEK293T ELG1-luciferase reporter, luminescence, 16 h; DNA damage induced by 5-fluorouridine. AID 504467; further: potency means the concentration at half of the fitted maximal effect; on the % scale 0 is the no-effect control and ±100 the full control effect; nearly all actives have a fitted effect of over 55% in size
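Overnight (16 hr) co-exposure of 2,000 cells/well to 5-fluorouridine and compound at 37 °C preceded detection. Luciferase was quantified via ONE-Glo luminescence; loss of signal denotes inhibition.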
B2AR arrestin – beta2AR (human) beta-arrestin recruitment activity; beta-arrestin recruitment to beta2AR, cell-based reporter; Potency, µM (series often up to 46.1 µM), for the others: at the highest dose activation, usual class: activators; hit rate 0.02% among 330,000;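 further: potency means the concentration at half of the fitted maximal effect; 0% = DMSO controls and full agonism = EC100 isoproterenol or metaproterenol; nearly all actives have a fitted effect of over 65% in size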
Target sequence (P07550 whole entry, looked up): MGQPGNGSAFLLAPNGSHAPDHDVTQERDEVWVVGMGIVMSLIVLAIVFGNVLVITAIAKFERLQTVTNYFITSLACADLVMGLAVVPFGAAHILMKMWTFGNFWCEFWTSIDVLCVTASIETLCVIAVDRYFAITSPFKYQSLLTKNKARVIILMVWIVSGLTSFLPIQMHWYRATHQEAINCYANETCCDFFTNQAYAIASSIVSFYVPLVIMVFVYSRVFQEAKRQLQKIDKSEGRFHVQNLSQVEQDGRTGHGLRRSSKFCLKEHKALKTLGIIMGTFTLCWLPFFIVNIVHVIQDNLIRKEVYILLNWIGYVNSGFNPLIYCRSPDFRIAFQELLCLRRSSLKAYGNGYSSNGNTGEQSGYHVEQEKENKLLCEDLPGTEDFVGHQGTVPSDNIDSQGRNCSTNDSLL
CXXC DNA block – MLL CXXC-DNA interaction inhibition; Q03164; MLL-CXXC / FITC-HOXA9 DNA fluorescence polarization; Potency, µM (top dose mostly 115 µM), for inactives: at the top dose activity change, negative = inhibition, actives largely listed as inhibitors; hit rate 0.037% among 290,000; AID 2662; active means well fitted inhibition curve with a large enough effect in the polarisation, with a control signal flat, not every such curve was filed as active; inconclusive means small, poorly fitted or top-dose-only effect, or effect the other way, or a change in a side signal; inactive means no such curve, though single readings can be large or run the other way; the % refers to the polarisation; further: potency means the concentration at half of the fitted maximal effect
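Steps: dispense CXXC domain solution (7 uM) → pin compounds or unlabeled HOX-A9 DNA control → 5 min ambient → add FLSN-HOX-A9 solution (50 nM) → spin → 30 min ambient → fluorescence polarization. Tris pH 7.5/NaCl/DTT/BSA buffer.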
TSG101-PTAP inh – blocks PTAP/TSG101 interaction to inhibit HIV-1 budding | Q99816 | Fluorescence polarization, FITC-PTAP peptide / Tsg101 binding | Potency, µM (doses to about 115 µM), for the others: top-dose activity change, negative = inhibition, actives largely listed as inhibitors | 340,000 tested, under 10 active | AID 493005; active means well fitted inhibition curve with a large enough effect in the main read-out, with a control signal flat, not every such curve was filed as active; inconclusive means small, poorly fitted or top-dose-only effect, or effect the other way, or a change in a side signal; inactive means no such curve, though single readings can be large or run the other way; further: potency means the concentration at half of the fitted maximal effect; % of control where 0% means no effect
Target sequence (Q99816 whole entry, looked up): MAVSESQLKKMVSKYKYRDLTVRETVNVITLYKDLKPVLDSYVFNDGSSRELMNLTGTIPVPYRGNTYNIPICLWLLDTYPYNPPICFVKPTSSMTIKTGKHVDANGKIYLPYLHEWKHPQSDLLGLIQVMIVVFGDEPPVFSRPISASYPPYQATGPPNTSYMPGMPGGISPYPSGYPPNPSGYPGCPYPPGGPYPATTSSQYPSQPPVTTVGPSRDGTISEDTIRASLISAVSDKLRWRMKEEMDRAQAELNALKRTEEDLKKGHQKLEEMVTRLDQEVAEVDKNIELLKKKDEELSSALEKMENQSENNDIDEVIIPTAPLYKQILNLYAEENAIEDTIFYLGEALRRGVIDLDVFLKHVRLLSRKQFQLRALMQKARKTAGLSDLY
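Steps: Tsg101 binding domain dispensed (10 uM final), compounds pinned in DMSO, FITC-labeled PTAP-motif peptide added (50 nM final); after 20 min binding at room temperature, polarization measured.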
TCR act – T cell receptor activation; primary human leukocytes, anti-CD3, IL-2 HTRF, 48 h; Potency, µM (highest dose often 9.22 µM), for inactives: top-dose activation of IL-2 secretion, actives largely listed as activators; 330,000 tested, under 10 active; further: % of control where 0% means no effect
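TCR engagement came from a-CD3 beads alone, with compounds added to primary human leukocytes for 48 hr. Secreted IL-2 bridged europium cryptate- and d2-labelled anti-IL-2 antibodies, giving FRET emission at 665nm after 320nm excitation.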
A-T KAP1 phos – candidate therapy for ataxia-telangiectasia | […] A-T fibroblasts, KAP-1 phosphorylation AlphaLISA; neocarzinostatin DNA damage 30 min before lysis | Potency, µM (top dose mostly 57.5 µM), inactives show top-dose activation, most hits filed as activators | hit rate 0.19% among 320,000; further: potency means the concentration at half of the fitted maximal effect; % of control where 0% means no effect; nearly all actives have a fitted effect of over 45% in size
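ATM-like activity read as KAP-1 phosphorylation via AlphaLISA donor/acceptor antibody pairs after lysis and 6 hr at 25C. Cells were ATM-null patient fibroblasts ([…], hTERT), dosed 60 min, then exposed to the DSB inducer NCS for 30 min.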
p53 reactivator – mutant p53 re-activation in reporter cells. Potency, µM (titrated, usually from 92.2 µM), inactives show at the top dose activity change, positive = activation, usual class: activators. H1299 p53-A138V BP100-luciferase reporter, luminescence, 24 h. hit rate 0.063% among 320,000; further: potency means the concentration at half of the fitted maximal effect; % of control where 0% means no effect; nearly all actives have a fitted effect of over 45% in size
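H1299 (p53-null), stable ts p53-A138V + BP100-Luc; 1000 cells/well, Opti-MEM/10% FBS; cpd 4 pt, 1:5; 24 h, 37 deg C, 5% CO2; detection reagent 10 min RT; luminescence.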
Numbers without * were called inactive; ? = inconclusive; · = no result given; [ ] = another dose, or the depositor's remark. Unless noted, the call rests on the fitted dose curve; in most records, active means well fitted curve in the direction sought with a large enough effect; inconclusive means small, poorly fitted or top-dose-only effect, or another doubt; inactive means no such curve, though single readings can be large; an effect the other way counts as inactive or inconclusive. Only part of the results is shown; count on the stated rates, not on these rows.

SMILES	TRPV1 ag	BRCA1 expr act	Integrin act MD	ELG1 repair inh	B2AR arrestin	CXXC DNA block	TSG101-PTAP inh	TCR act	A-T KAP1 phos	p53 reactivator
CCN1CCN(Cc2ccc(C)cc2C)CC1	-1	2%	-18%	0%	0.1%	-3%	-6%	6%	0%	2%
COc1ccc2c(c1)c(C(=O)C(C)N1CCCCC1)c(C)n2C (stereo unspecified)	13	22%	-1%	17%	0.0%	?	0%	-9%	-3%	7%
COc1nc(NC2CCCCC2)nc(NC(C)(C)C)n1	·	?	-29%	·	·	·	-5%	-6%	·	·
ClCCN1CCSCC1	·	16%	-6%	·	·	·	-2%	1%	·	·
CC(C)Oc1ccc(CC2(CCc3ccncc3)C(=O)NC(=O)NC2=O)cc1	2	-27%	-7%	?	-0.8%	-3%	-2%	0%	-8%	-1%
O=c1[nH]c(=S)n(C2CCCCC2)c(O)c1/C=N/N1CCOCC1	3	1%	-21%	9%	-0.5%	13%	1%	0%	32%	1%
COC(=O)C1=C(c2cc3ccccc3o2)C[C@@H]2CC[C@H]1N2C(=O)NC1CCCCC1	·	-29%	-19%	·	·	·	-3%	-2%	·	·
c1ccc2c(CN3CCCCC3)c[nH]c2c1	·	-6%	-66%[inhibitor]	?	-0.8%	-3%	-2%	-2%	9%	3%
CCOC(=O)C1(c2ccccc2)CCN(CCC(C#N)(c2ccccc2)c2ccccc2)CC1	·	24%	·	·	·	10%	-1%	2%	·	·
CCCCn1c(O)c(C(C)=NCCCN(C)C)c(=O)[nH]c1=O	-4	2%	6%	2%	-1.6%	-19%	-2%	4%	9%	7%
O=C(c1ccc(N2CCCCC2)c([N+](=O)[O-])c1)N1CCC2(CC1)OCCO2	?	-7%	-24%	-2%	-0.4%	3%	-1%	·	-4%	5%
Cc1ccc(-n2c(C)nc3cc(Cl)ccc3c2=O)nc1	-2	85%	-8%	0%	-0.9%	?	0%	1%	-27%	10%
Cc1ccc(-c2nn(CCC#N)cc2C(=O)O)cc1C	-3	-20%	?	16%	-0.1%	21%	-8%	-1%	-5%	-1%
O=c1[nH]c(=O)n(CCc2ccc(F)cc2)c(O)c1C=NCCCN1CCOCC1	-1	8%	-3%	-11%	-0.3%	9%	-3%	3%	-2%	8%
CCN(C=C1CC2C3CC=C4CC(O)CCC4(C)C3CCC2(C)C1=O)CC (stereo unspecified)	·	-56%	5%	·	·	·	-3%	-3%	·	·
CN1CCC(=O)N(CCN=[N+]=[N-])CC1	4	-16%	19%	25%	2.6%	2%	-1%	1%	-11%	·
CSc1ccc(C(=O)C(C)(C)N2CCOCC2)cc1	8	-8%	1%	-7%	0.0%	7%	-3%	-2%	-1%	4%
Cn1c(O)c(C=NCCN2CCOCC2)c(=O)[nH]c1=S	3	-7%	?	-7%	-0.7%	-7%	-3%	-2%	-8%	-3%
O=C(O)c1ccc(N=Cc2c(O)[nH]c(=O)[nH]c2=O)cc1	3	-7%	-7%	-9%	0.1%	-3%	-1%	6%	-7%	-1%
Nc1ccc(N=Nc2ccccc2)cc1	0	39%	15%	?	0.1%	-1%	-2%	-5%	-2%	4%
CC1CCC(NCC(O)c2ccccc2)CC1 (stereo unspecified)	0	-2%	-16%[7.66 µM]	2%	2.9%	-2%	-4%	·	0%	-2%
CCOC(=O)CNC(=O)CSP(=S)(OCC)OCC	4	-3%[1.84 µM]	7%	4%	0.1%	4%	-7%	3%	-1%	0%
CCN(CC)CCC(=O)O[C@H]1CC[C@]2(C)C3CC[C@@]4(C)C(CC[C@]4(C)O)C3CC[C@H]2C1 (stereo partly specified)	·	-47%	6%	0%	0.0%	·	3%	2%	2%	9%
Cn1c(CN2CCN(C(=O)COc3ccccc3)CC2)nc2cc([N+](=O)[O-])ccc21	-3	-3%	-5%	?	-2.6%	1%	-9%	7%[46.1 µM]	6%	-1%
N/C(=N\[N+](=O)[O-])N1CCN(C(=O)OC2CCCC2)CC1	0	-4%	-3%	9%	0.3%	14%	-3%	2%	-14%	2%
CC1CCN2c3nc4ccccn4c(=O)c3CC3(C(=O)N(C)C(=O)N(C)C3=O)C2C1 (stereo unspecified)	-2	1%	9%	0%	-0.3%	-5%	-2%	7%	6%	-2%
O=C(c1cc([N+](=O)[O-])ccc1N1CCNCC1)N1CCOCC1	2	-4%	18%	18%	-0.2%	10%	-6%	-37%[inhibitor][46.1 µM]	-4%	0%
COC(=O)c1ccc(NC(=O)NC(=O)Oc2ccccc2)cc1	-1	10%	6%	?	-0.2%	·	4%	2%	3%	7%
O=C(N/N=C/C1C(=O)NC(=S)N(c2ccccc2)C1=O)c1cc(Br)c(O)c(Br)c1 (stereo unspecified)	-2	-1%	2%	11%	0.1%	5%	2%	-4%	-5%	-5%
CCOC(=O)C1(c2ccccc2)CCN(CC(=O)Nc2cccc3ccccc23)CC1	28	-46%	-30%	?	-0.1%	-1%	0%	5%	12%	2%
Cn1c(O)c(C(=O)c2ccccc2)c(=O)n(C)c1=O	0	15%	-2%	9%	0.4%	5%	0%	-1%	0%	4%
CCOP(=O)(OCC)c1cc(CC)ccc1O	·	0%	-3%	9%	-0.7%	1%	-3%	-1%	4%	0%
CCN(CC)CCNCc1nc2ccccc2c(=O)n1-c1ccc(F)cc1	0	-7%	16%	21%	0.3%	5%	1%	-6%[46.1 µM]	-8%	-1%
CCOP(=O)(OCC)C(NC(=O)C(Cl)Cl)C(Cl)(Cl)Cl (stereo unspecified)	1	-27%	-20%	5%	-0.2%	-4%	-3%	·	3%	-1%
O=c1c2ccccc2nc(-c2ccco2)n1-c1ccc(Br)cn1	6	9%	2%	-13%	0.3%	4%	-4%	-20%	-3%	-2%
Cc1ccc(-c2cc(-c3ccccc3)cc(-c3ccccc3)[n+]2-c2ccccc2)cc1	0	-81%	-41%[inhibitor]	?	0.1%	·	2%	0%	13%	-24%
CC1CN(C(=O)CCC(=O)N2CCC3(CC2)OCCO3)c2cc(Cl)ccc2O1 (stereo unspecified)	3	-3%	-30%	?	-1.0%	3%	-6%	1%	-7%	2%
O=C(c1ccc(N2CC3CC(C2)c2cccc(=O)n2C3)c([N+](=O)[O-])c1)N1CCCC1 (stereo unspecified)	-6	-6%	-8%	-2%	-0.1%	-4%	-1%	-60%	1%	2%
Cc1ccc(S(=O)(=O)Nc2cc(C(=O)N3CCC4(CC3)OCCO4)ccc2N2CCCCC2)cc1	9	1%	-16%	-11%	-0.5%	7%	1%	0%	2%	5%
Cc1cc(N(CCCl)CCCl)ccc1/C=N/NC(=O)c1ccco1	1	19%	8%	28%	0.8%	0%	-1%	5%	1%	3%
CCOC(=O)c1ccccc1NC(=O)c1c(O)[nH]c(=O)[nH]c1=O	·	-9%	17%	·	·	·	3%	-1%	·	·
Cn1cc(C=C(C#N)C#N)c2ccccc21	-1	-7%	21%	4%	0.0%	?	?	-4%	-6%	-2%
COc1cccc(Cn2c(=O)oc3ccccc32)c1	4	93%	17%	?	-0.3%	4%	-5%	1%	15%	8%
COCCCn1c(N)c(C(=O)Nc2ccccc2)c2nc3ccccc3nc21	0	·	-26%	16µM*	-0.5%	-1%	-2%	-3%	·	-2%
CC(=O)Nc1ccc(C(c2c(O)c3ccccc3oc2=O)c2c(C)n(C)n(-c3ccccc3)c2=O)cc1 (stereo unspecified)	-3	6%	10%	8%	0.1%	4%	-2%	1%	-3%	-4%
CN(CC1COc2ccccc2O1)c1nc(-c2cccnc2)nc2ccccc12 (stereo unspecified)	26	·	-69%[inhibitor]	16µM*	0.2%	6%	-15%	4%	16%	-5%
O=C1CC(=O)N(c2cccc(Br)c2)C(=O)N1	0	-5%	23%	0%	-0.3%	16%	-9%	-8%	-4%	1%
CCOc1cc(/C=C2/C(=O)NC(=O)N(c3ccc(CC)cc3)C2=O)ccc1OC(=O)c1cccs1	2	-12%	12%	-10%	-0.9%	-28%	-8%	4%	10%	-4%
CCN1CCc2ccccc2C1	2	15%	0%	5%	-0.9%	9%	-7%	-9%	-3%	3%
CCCCCC1(C(C)C)C(=O)NC(=S)NC1=O	·	-25%	19%	·	·	·	-1%	1%	·	·
O=c1[nH]c(=O)n(Cc2ccc(F)cc2)c(O)c1C=NCc1cccnc1	0	-3%	-9%	-1%	-0.5%	2%	-3%	4%	-2%	-4%
O=C(Cn1c2c(c(-c3ccccc3Cl)cc1=O)CCC2)N1CCC2(CC1)OCCO2	0	-9%	-7%	7%	0.0%	-4%	-1%	0%	·	-9%
CC1CN=C(Nc2ccc(F)c(Cl)c2)S1 (stereo unspecified)	9	13%	-12%	?	-0.7%	9%	-4%	0%	-1%	5%
